MT stabilize HCS: microtubule stabilizers in HeLa cells. HeLa tubulin immunostaining HCS, 24 h; share of cells brighter than vehicle mean+2SD. % tubulin-high responders, % at 10 µM. 200,000 tested, 0.83% active. AID 2205;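 active = plate Z-score above 3 for both tubulin-high and condensed-nucleus cell shares, with cell loss under 80%, at 10 µM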;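 also: anti alpha tubulin signal scored within the nucleus-defined area of each cell; some results filed as inactive read as strong as hits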
Dynein cargo inh: blocks dynein driven cargo transport along microtubules; 3617.4 mouse cells, GR-EGFP nuclear translocation imaging; test concentration mostly 20 µM; stimulated with dexamethasone, 1 µM; hits give low values; z-score, hits read low; 220,000 tested, 0.47% active; AID 1381;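 active = plate z-score of nuclear minus cytoplasmic receptor signal below a set negative limit, without overly bright fluorescence or cell loss, cut at about -3.5 in these data, passing the limit was not always enough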;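 also: z-score of nuclear minus cytoplasmic ring GR-EGFP intensity difference per well; some compounds called inactive have numbers as strong as hits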
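Schedule: 48 h induction, then 1 h compound, then 30 min agonist, 37 °C. Buffer or medium: tetracycline-free induction medium containing charcoal-stripped FBS. Reagent: 1.0 µM final dexamethasone stimulus. Evaluation: nuclear versus cytoplasmic GR-EGFP signal, averaged per well. Signal: high-content fluorescence imaging after fixation.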
Autophagy HCS: autophagy modulation, high-content screen | MEF GFP-LC3 puncta imaging; test concentration mostly 10 µM | calls only at 10 µM (by protocol) | 190,000 tested, 0.98% active | AID 463193;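 active = percentage of spot-positive cells more than 3 SD above its plate mean, without a fluorescence outlier flag or 80% toxicity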;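 also: spot-positive cell cutoff set from DMSO-treated cells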
WT yeast gro inh: growth inhibition of WT yeast, mitochondrial fusion screen; mitochondrial fusion phenotypic screen, WT strain; inhibition, % at 10 µM; 190,000 tested, 2.1% active; AID 1362; in the data active = inhibition above about 58%; tested in S. cerevisiae
AID2073: disruptors of CaV2.2 binding to Mint1 – biochemical, HTRF (AID 2073). one-dose inhibition, % at 20 µM; IC50 in µM for titrated hits. HTRF protein-protein interaction, Mint1-CaV2.2; higher % means a stronger effect. 290,000 tested, 0.19% active; in the data active = inhibition mostly above about 51%, no sharp cut-off; also: some results filed as inactive read as strong as hits
Yfh1-depleted yeast: enhancers of respiration in Yfh1-depleted yeast, dose response, Friedreich's ataxia, plus single-dose screen (AID 1465) | S. cerevisiae Yfh1-off respiration, WST-1 reduction, 72 h; higher fold induction means a stronger effect | fold induction at 50 µM, or EC50 in µM where a hit was titrated | 220,000 tested, 0.074% active;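 active = fold induction of absorbance versus untreated yeast above a set limit, then at least 30% activation at any dose in follow-up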;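 also: activators that raise dye reduction in frataxin-depleted yeast; strong numbers were not always called active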
bCat nuc transl: beta-catenin nuclear translocation modulation; HeLa beta-catenin nuclear translocation, immunofluorescence imaging; nuclear translocation activity, % at 5 µM; 190,000 tested, 0.3% active; AID 1665;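 active = nuclear translocation activity above 50% at 5 µM, with a well cell count of 50 or more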;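 also: per-cell ratio of nuclear to cytoplasmic median beta-catenin stain intensity; plate controls were DMSO negative control for no effect and GSK-3 inhibitor IX positive control for full effect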
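assay system = human HeLa cells, endogenous beta-catenin | times = compound treatment 24 h, 37°C, 5% CO2 | detection = Anti-beta-catenin immunofluorescence on PFA-fixed, Triton-permeabilized cells, DAPI nuclei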
Ins promoter up: MIN6 insulin promoter up-regulation; MIN6 insulin promoter-GFP reporter, high-content imaging; hits give high values; z-score at 5 µM; 190,000 tested, 0.3% active;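 active = z-score above 3 at 5 µM with at least 500 cells counted in the well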
HIV peptide binding: inhibitors of HIV fusion peptide binding, primary screen, biochemical, uHTS, fluorescence dequenching (AID 1986); cell-free peptide binding, fluorescence dequenching, 30 min; higher % means a stronger effect; one-dose inhibition, % at 20 µM; IC50 in µM for titrated hits; 290,000 tested, 0.3% active; in the data active = inhibition mostly above about 52%, no sharp cut-off; inactive = mostly below about 76%; also: some results filed as inactive read as strong as hits
WT yeast gro inh mutant strain: second read-out of WT yeast gro inh, no call of its own (marks repeat the call); inhibition, %; mitochondrial fusion phenotypic screen, mutant strain inhibition
Dynein cargo inh cytoplasmic EGFP: recorded beside Dynein cargo inh, whose call it bears; z-score; measured here: cytoplasmic GR-EGFP intensity; hits give high values
Dynein cargo inh nuclear GR-EGFP: recorded beside Dynein cargo inh, whose call it bears; z-score; measured here: nuclear GR-EGFP intensity;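 lower value marks the stronger effect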
Dynein cargo inh cell count: recorded beside Dynein cargo inh, whose call it bears; z-score; measured here: cell count per field
Ins promoter up cell count: also measured in Ins promoter up; calls as there; cell count; measured here: cytotoxicity, nuclei count;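 total cells summed across four imaged fields per well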
bCat nuc transl cell count 5 µM: recorded beside bCat nuc transl, whose call it bears; cell count; measured here: cell count, cytotoxicity flag
MT stabilize HCS Hoechst-high %: also measured in MT stabilize HCS; calls as there; % Hoechst-high responders; measured here: nuclear condensation Hoechst responders;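 share of cells brighter than vehicle mean plus two SD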
MT stabilize HCS cytotoxicity %: also measured in MT stabilize HCS; calls as there; toxicity, %; measured here: cytotoxicity by cell density;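 0% = mean cell density of plate MIN control wells and 100% = no cells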
Autophagy HCS cell loss 18 h: second read-out of Autophagy HCS, no call of its own (marks repeat the call); toxicity, %; measured here: cell loss, nuclei count;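 cell loss after 18 h compound exposure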
The depositor's hits bear a star; i = inactive; · = no result given. An unsorted share of the library; 4.2% or so of the library scored in one or more.

Compound,MT stabilize HCS,MT stabilize HCS Hoechst-high %,MT stabilize HCS cytotoxicity %,Dynein cargo inh,Dynein cargo inh cytoplasmic EGFP,Dynein cargo inh nuclear GR-EGFP,Dynein cargo inh cell count,Autophagy HCS,Autophagy HCS cell loss 18 h,WT yeast gro inh,WT yeast gro inh mutant strain,AID2073,Yfh1-depleted yeast,bCat nuc transl,bCat nuc transl cell count 5 µM,Ins promoter up,Ins promoter up cell count,HIV peptide binding
O=C(NC(C(=O)N/N=C/c1c2ccccc2cc2ccccc12)c1n[nH]c(=O)c2ccccc12)c1ccccc1 (stereo not drawn),4.3,1.8,0.9,-0.6,-0.084,-0.051,0.41,i,12,-6,11,17%,·,9.0,1379,-0.3,1279,-1.9%
FC(F)(F)C12CC(c3ccccc3)=NCCN1CCN2 (stereo not drawn),5.9,1.7,0.3,0.52,-0.21,0.59,-1.4,i,14,5,-3,8%,i,-0.1,836,1.1,1077,2.9%
CC(C)NC(=S)Nc1cccc2cnccc12,2.3,2.2,8.8,-0.57,-0.24,-0.11,-0.17,i,0,-6,20,-5%,i,-2.0,989,-0.08,1348,3.1%
Nn1c(SCC(=O)Nc2ccc3c(c2)OCO3)nnc1C1CC1,2.3,0.2,8.5,-0.49,-0.27,-0.035,0.015,i,-4,-9,0,3%,i,-0.1,1042,-0.19,1204,0.0%
N#Cc1nc(COc2ccccc2Cl)oc1NCc1cccnc1,2.2,1.8,5.1,1.6,0.14,0.35,-1.6,i,28,-6,-6,-12%,i,0.8,1475,1,1181,-2.0%
COc1ccc(N(CC(=O)NCCC2=CCCCC2)S(C)(=O)=O)cc1,0.8,1.1,8.5,-0.99,-0.32,-0.32,0.62,i,-3,-5,0,3%,i,2.9,1078,0.9,730,-0.3%
Cc1cccc(C)c1NC(=O)C(=O)NCCCN1CCOCC1,2.0,2.6,12,1.6,-0.19,0.73,-0.82,i,5,3,8,-2%,i,-3.3,1029,-0.27,1361,-1.0%
O=S(=O)(NCC1CCCO1)c1ccc(S(=O)(=O)N(Cc2ccc(F)cc2)Cc2ccco2)cc1 (stereo not drawn),3.9,2.6,3.0,1.5,-0.29,0.37,-0.65,i,9,13,7,0%,i,-0.2,930,1,1377,-3.2%
O=Cc1c(Sc2ccccn2)nc2ccccn2c1=O,4.0,2.3,1.7,-0.98,-0.22,-0.43,0.16,i,2,-7,-2,0%,i,-3.9,617,1.2,1299,2.9%
COC(=O)C(CCSC)NC(=O)c1cc2c(n(-c3ccccc3)c1=O)CC(C)(C)CC2=O (stereo not drawn),1.7,1.7,12,0.044,-0.22,0.099,-0.055,i,4,17,4,-5%,i,·,·,1.6,1381,2.6%
CCOC(=O)c1c(-c2ccc(OC)cc2)csc1NC(=O)CSc1ccccc1,2.1,2.4,7.7,0.036,-0.1,0.41,0.67,i,-11,-45,-45,-8%,i,·,·,·,·,-1.0%
CCC(C)c1cc(S(=O)(=O)N2CCOCC2)ccc1OC (stereo not drawn),2.9,3.7,7.0,-0.79,-0.12,-0.14,0.22,i,0,14,12,0%,i,0.1,1020,·,·,-0.6%
CC1CCN(S(=O)(=O)c2ccc(S(=O)(=O)N3CCN4CCCC4C3)cc2)CC1 (stereo not drawn),·,·,·,·,·,·,·,·,·,·,·,7%,·,-8.4,964,0.26,1504,0.4%
Cc1cccc(C(=O)N2CCC(c3nc(-c4ccc(S(=O)(=O)N5CCOCC5)cc4)no3)CC2)c1,3.4,1.7,3.7,0.85,-0.21,0.7,-0.86,i,4,17,2,-7%,i,-1.1,1340,-0.36,1617,1.8%
CCOC(=O)c1cccc(-n2c(-c3ccc(OC)cc3)nc3nc4ccccc4nc32)c1,9.2,1.4,6.5,-0.095,0.19,0.23,0.24,i,13,6,-11,-3%,i,-0.8,1094,-0.22,1347,-2.8%
COc1cc2ncnc(NCc3ccccc3)c2cc1OC,1.3,1.6,7.9,1.2,-0.2,0.095,-0.81,i,-3,-12,-3,0%,i,-0.2,1046,-0.2,1811,-0.6%
CCN(CC(=O)Nc1ccccc1OC)CC(=O)Nc1c(Cl)ccc(C)c1Cl,1.6,2.5,10,-0.68,0.25,-0.24,0.65,i,13,-4,-11,-11%,i,-0.8,1125,·,·,1.2%
CC(C)(C)C(=O)CSc1nc(N)cc(=O)[nH]1,6.9,1.4,5.3,-0.37,-0.24,0.065,0.13,i,22,19,12,-2%,i,-0.9,1133,·,·,-1.7%
COc1ccc(C(NC(=O)c2cccc(F)c2)c2ccccc2)cc1 (stereo not drawn),5.2,2.6,2.1,-0.027,-0.29,0.015,0.16,i,5,1,1,4%,i,5.1,961,-0.24,1349,2.8%
COc1cc(C(=O)O)nc2ccccc12,1.4,1.2,6.0,-0.47,-0.19,0.069,0.093,·,·,5,-6,2%,i,-2.4,1428,1.7,1557,-1.0%
CCCn1c(=N)c(C(=O)NC2CCCC2)cc2c(=O)n3cccc(C)c3nc21,4.4,1.8,2.1,-0.67,-0.25,-0.55,0.72,i,2,-12,-15,16%,i,-1.8,1221,-1.1,692,2.4%
CCOC(=O)CCCCC(=O)c1[nH]c(=O)[nH]c1CSCCO,2.1,2.0,5.5,-1.1,0.038,-0.54,0.71,i,-3,14,16,-5%,i,0.8,1041,0.22,802,-2.4%
COC(=O)c1[nH]nc2c1C(=O)N(C1CCCCC1)C2=O,1.3,1.1,4.0,-0.86,-0.19,-0.14,0.27,·,·,-18,-5,9%,i,1.4,1418,0.4,1514,-0.1%
COCCSc1nnc(NC(=O)C(C)(C)C)s1,2.0,1.4,2.5,-0.68,-0.18,-0.1,-0.097,i,-7,6,8,-1%,i,0.1,1354,-0.29,1519,0.4%
O=C1NN(c2ccc(Cl)cc2)C(=O)/C1=C\c1ccc(-c2cccc(C(=O)O)c2)o1,7.1,1.6,9.8,-0.098,0.052,-0.17,-1.6,i,6,-5,14,35%,i,2.2,1049,0.9,1208,12µM*
Cc1cc(-c2cccc([N+](=O)[O-])c2)nc2ccccc12,9.7,2.0,9.2,-0.026,-0.25,0.092,-0.12,i,9,-14,0,3%,i,5.4,979,-0.48,1504,-0.8%
CCN(c1ccccc1)S(=O)(=O)c1ccc(Cl)c(NC(=O)CSc2nncs2)c1,6.8,1.7,4.3,3.3,-0.28,2.1,-0.12,i,-1,8,-11,8%,i,-0.8,1061,0.16,1384,-0.4%
Fc1ccc(-c2nn(-c3ccccc3)cc2CNCc2ccccc2)cc1,3.7,2.8,8.1,-0.38,-0.31,0.073,0.74,i,-2,83,83,5%,i,-0.3,1485,-0.55,1297,2.2%
CCO[C@H]1OC(C(=O)N2CCCCCCC2)=C[C@@H](c2csc3ccccc23)[C@@H]1CCCO,3.4,1.7,5.6,-0.28,-0.11,0.15,-1.6,i,-6,-9,-2,-8%,·,-4.9,1206,-0.16,1460,2.6%
Cc1ccc(NC(=S)NC2CCCC2)cc1C,6.7,3.4,7.1,-0.56,-0.24,-0.43,0.095,i,-49,56,30,-2%,i,-2.2,1005,0.4,1486,1.2%
O=C(O)CCCn1c(=S)[nH]c2c(sc3ccc([N+](=O)[O-])cc32)c1=O,4.6,1.3,14,-0.81,-0.21,-0.63,1.8,i,-9,10,-12,10%,i,-4.1,1111,-0.21,1562,6.4%
CCCC(C)NC(=O)COC(=O)c1ccc(Cl)c(S(N)(=O)=O)c1 (stereo not drawn),2.6,1.5,2.5,-0.54,0.18,-0.0037,1.2,i,-1,11,16,-1%,i,-4.4,1212,-0.05,851,2.8%
C/C(=N\O)c1ccc2c3c([nH]c2c1)CCCC3,8.4,3.0,7.7,-0.99,-0.042,-0.35,0.56,i,10,74*,-0.8*,-1%,i,·,·,1.5,1261,2.2%
CC1(C)C(C=C(Cl)Cl)C1C(=O)N(Cc1ccc(Cl)cc1)C1CCS(=O)(=O)C1 (stereo not drawn),1.5,2.1,13,-0.022,-0.23,0.017,0.45,i,-2,47,4,5%,i,-1.0,514,-0.21,1431,-3.0%
Cc1cc(Nc2ccc(C)c(C)c2)n2nc(C)nc2n1,6.2,2.5,10,-0.83,-0.21,-0.11,0.72,i,-4,14,5,4%,i,0.0,1168,-1.9,1861,-2.1%
CC(=O)N1CCN(CC(=O)Nc2c(Cl)cccc2Cl)CC1,1.8,2.1,11,-0.37,-0.19,-0.24,0.26,i,-4,27,-4,0%,i,-1.1,773,-0.88,972,-1.6%

Random excerpt: 3 compounds from above.
Compound,MT stabilize HCS,MT stabilize HCS Hoechst-high %,MT stabilize HCS cytotoxicity %,Dynein cargo inh,Dynein cargo inh cytoplasmic EGFP,Dynein cargo inh nuclear GR-EGFP,Dynein cargo inh cell count,Autophagy HCS,Autophagy HCS cell loss 18 h,WT yeast gro inh,WT yeast gro inh mutant strain,AID2073,Yfh1-depleted yeast,bCat nuc transl,bCat nuc transl cell count 5 µM,Ins promoter up,Ins promoter up cell count,HIV peptide binding
Cc1cc(Nc2ccc(C)c(C)c2)n2nc(C)nc2n1,6.2,2.5,10,-0.83,-0.21,-0.11,0.72,i,-4,14,5,4%,i,0.0,1168,-1.9,1861,-2.1%
CCCC(C)NC(=O)COC(=O)c1ccc(Cl)c(S(N)(=O)=O)c1 (stereo not drawn),2.6,1.5,2.5,-0.54,0.18,-0.0037,1.2,i,-1,11,16,-1%,i,-4.4,1212,-0.05,851,2.8%
CC(=O)N1CCN(CC(=O)Nc2c(Cl)cccc2Cl)CC1,1.8,2.1,11,-0.37,-0.19,-0.24,0.26,i,-4,27,-4,0%,i,-1.1,773,-0.88,972,-1.6%

Screens (PubChem)
